Thrombin inh – inhibitors of human thrombin | P00734 | alpha-thrombin, Boc-VPR-AMC fluorogenic substrate cleavage | inhibition, % at 5 µM | 220,000 tested, 0.26% active;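 active = inhibition at or above 40%; inactive = inhibition below 40%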;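 note: 0% = enzyme with no compound and 100% = wells without enzyme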
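Material: human alpha-thrombin protein; Also added: Boc-VPR-AMC substrate, 15 µM final; Timing: enzyme reaction carried out at room temperature; Signal: fluorescence, ex 355 nm, em 460 nm; Measure: % inhibition of thrombin; Controls: enzyme without compound as high, wells lacking enzyme as low.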
L929 necroptosis – blocks zVAD induced death of L929 cells | viability rescue, % at 10 µM | L929 zVAD necroptosis rescue, ATP luminescence, 24 h; with zVAD 60 µM | 220,000 tested, 0.38% active | AID 1377;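 active = activation, scaled between plate controls, above about 75%, limit read from the data; inactive = activation under that limit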;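 note: 0% = zVAD with DMSO and 100% = DMSO alone without zVAD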
Hck-Nef inh – human Hck-Nef kinase inhibition; Recombinant Hck-YEEI plus Nef, Z-Lyte FRET kinase assay; AID 463187; inhibition, % at 20 µM; 220,000 tested, 0.68% active;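 active = Hck-Nef kinase inhibition above about 50%, limit read from the data; inactive = inhibition below that limit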;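 note: 0% = DMSO with Hck plus Nef and 100% = Hck alone without Nef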
TNF death inh – TNF-alpha cell death inhibition in Jurkat FADD-/- cells; activation (protection from cell death), % at 10 µM; Jurkat FADD-/- TNF necroptosis rescue, ATP luminescence, 24 h; 0 = TNF only, 100 = no-TNF cells; 220,000 tested, 0.068% active;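 active = activation, meaning protection from cell death, of at least 50% relative to plate controls; inactive = activation below 50%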;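 note: necroptosis triggered by 40 ng/mL TNF-alpha added together with compound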
KLK5 inh – kallikrein 5 (human) inhibition; inhibition, % at 5 µM; recombinant hK5, fluorogenic AMC substrate cleavage; Q9Y337; AID 873; 210,000 tested, 0.59% active;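 active = inhibition of 40% or more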;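 note: 0% = enzyme controls without compound and 100% = no-enzyme blanks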
Target sequence (Q9Y337 67-293 limits assumed): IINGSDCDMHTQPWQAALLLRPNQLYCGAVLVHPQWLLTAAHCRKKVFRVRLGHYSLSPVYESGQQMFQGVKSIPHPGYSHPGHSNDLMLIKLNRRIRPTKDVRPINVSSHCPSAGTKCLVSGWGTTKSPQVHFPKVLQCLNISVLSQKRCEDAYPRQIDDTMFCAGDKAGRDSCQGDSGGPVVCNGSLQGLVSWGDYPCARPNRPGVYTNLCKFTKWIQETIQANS
Rad51 HR inh – Rad51 (human) homologous recombination inhibition; hRad51 DNA strand exchange, fluorescence dequenching; inhibition, % at 10 µM; 200,000 tested, 0.085% active;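 active = inhibition above 40% at the single screening dose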;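 note: 0% = DMSO control wells and 100% = blanks with heterologous ssDNA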
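Test system: preformed human Rad51 ssDNA filaments; also added: Donor/quencher-labelled 47-bp dsDNA substrate; doses: 10 µM final, single point; times: 37 °C 15-min filament assembly, 30-min compound preincubation, 15-min exchange; detection: FRET fluorescence dequenching, excitation 485 nm, emission 520 nm; read-out basis: Fluorescence-based percent inhibition, control- and blank-normalised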
KCC2 mod – KCC2 (human) Cl- transport modulation. Q9H2X9. KCC2 cells, thallium flux FluoZin-2 fluorescence. B-score of Tl+ flux slope (higher = more flux/activation; lower = inhibition) at 10 µM. 190,000 tested, 2.2% active. AID 1456;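 active = thallium flux slope and its plate-corrected score both differing from the plate sample mean at a set confidence after two filtering rounds, in either direction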;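 note: slope of fluorescence scaled to starting intensity during 10 to 20 s after thallium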
FXIIa inh – inhibitors of human coagulation factor XIIa. P00748. purified FXIIa, Boc-QGR-AMC fluorogenic substrate, 2 h. inhibition, % at 5 µM. 220,000 tested, 0.3% active. AID 800; in the data active = inhibition above about 40%;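 note: 0% = enzyme with no compound and 100% = blank without enzyme; many of its hits are not listed in these tables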
FXIa inh 1536 – inhibitors of human coagulation factor XIa. P03951. purified FXIa, Boc-Glu-Ala-Arg-AMC fluorogenic substrate. inhibition, % at 5 µM. 220,000 tested, 0.14% active;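 active = inhibition of at least 40%; inactive = inhibition below 40%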;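 note: fluorescence of freed AMC excited at 355 nm; 0% = enzyme without compound and 100% = no enzyme blank; many of its hits are not listed in these tables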
Target sequence (P03951 19-387 limits assumed): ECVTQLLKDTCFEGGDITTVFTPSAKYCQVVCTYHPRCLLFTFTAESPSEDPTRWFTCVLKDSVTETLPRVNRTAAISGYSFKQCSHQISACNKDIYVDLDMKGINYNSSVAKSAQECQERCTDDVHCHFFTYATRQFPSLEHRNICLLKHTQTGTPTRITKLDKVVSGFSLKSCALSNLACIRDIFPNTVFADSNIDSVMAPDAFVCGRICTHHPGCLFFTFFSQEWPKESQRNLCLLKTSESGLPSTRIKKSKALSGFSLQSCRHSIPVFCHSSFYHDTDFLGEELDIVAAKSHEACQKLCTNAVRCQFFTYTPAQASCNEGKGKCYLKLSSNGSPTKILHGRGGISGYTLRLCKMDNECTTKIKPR
Target sequence (P03951 388-625 limits assumed): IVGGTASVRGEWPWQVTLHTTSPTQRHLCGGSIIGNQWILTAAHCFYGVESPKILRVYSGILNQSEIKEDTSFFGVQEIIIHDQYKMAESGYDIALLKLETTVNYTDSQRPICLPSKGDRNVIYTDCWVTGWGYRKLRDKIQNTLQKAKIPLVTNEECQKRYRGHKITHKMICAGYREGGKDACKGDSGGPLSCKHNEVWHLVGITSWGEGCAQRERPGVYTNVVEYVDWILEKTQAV
* hit, by the source's call; i = inactive; · = no result given. A portion of the library (hit frequency here may not be typical).

SMILES	Thrombin inh	L929 necroptosis	Hck-Nef inh	TNF death inh	KLK5 inh	Rad51 HR inh	KCC2 mod	FXIIa inh	FXIa inh 1536
O=C(CCN1CCCC1Cc1ccccc1)c1ccc2c(c1)OCCO2 (stereo not drawn)	-6.8	0.0	0.5	-1.1	2.0	·	-0.0954	-7.6	-8.7
CCOC(=O)C(=O)Nc1ccc(Oc2ccccc2)cc1	-21.8	0.9	22.1	0.4	-6.1	-4.2	-4.01*	1.3	-11.6
CCOC(=O)Cn1c(=O)c2c(nc(N3CCOCC3)n2C)n(C)c1=O	-1.0	-0.9	-16.1	2.2	-3.1	-3.4	1.16	9.0	-1.7
CCN1CCN(c2nc(Nc3ccc(NC(C)=O)cc3)nc(Nc3ccc(NC(C)=O)cc3)n2)CC1	-2.3	0.0	34.7	1.2	-1.8	·	-0.144	3.9	-2.7
Nc1ccccc1-c1nnn(CC(=O)N2CCCc3ccccc32)n1	-4.8	-1.4	8.6	-0.7	-7.6	4.5	·	1.5	-3.1
CCCNC(=O)C1CC(=O)N(c2ccc(OCC(=O)Nc3cccc(C)c3C)cc2)C1 (stereo not drawn)	-1.1	0.6	20.6	1.0	-6.2	-1.6	0.00495	15.5	2.9
CCc1nnc(NS(=O)(=O)c2ccc(NC(=S)NC(=O)/C=C/c3ccc(C(C)C)cc3)cc2)s1	-7.0	0.8	65.2*	-2.1	-0.7	-4.2	0.413	5.1	-0.4
NC(=O)CSc1nnc(-c2ccccn2)n1N	-4.7	0.0	15.0	0.8	-7.8	16.8	0.423	7.0	-3.0
O=C(Nc1ccccc1Sc1ccccc1)c1ccc(F)cc1	-3.6	0.2	-0.7	0.2	-21.4	·	-0.706	8.3	7.1
COc1ccc(C2=NN(c3ccccc3)C(=O)/C2=C\c2ccc(O)c(OC)c2)cc1	15.4	0.9	13.8	0.1	0.9	-10.8	-1.59	7.3	1.2
CCCCNC(C(=O)Nc1ccc(Cl)c([N+](=O)[O-])c1)c1ccccc1 (stereo not drawn)	-8.6	1.4	-1.2	3.9	-8.8	2.2	0.191	5.0	-6.0
Cn1c(=O)c2c(nc(Br)n2C/C=N/NC(N)=S)n(C)c1=O	-3.7	0.7	-7.6	1.0	1.8	-12.2	·	6.0	5.0

Looked up above.
KLK5 inh result of O=C(Nc1ccccc1Sc1ccccc1)c1ccc(F)cc1 : -21.4
FXIa inh 1536 result of CCOC(=O)C(=O)Nc1ccc(Oc2ccccc2)cc1 : -11.6

New compounds follow:
SMILES	Thrombin inh	L929 necroptosis	Hck-Nef inh	TNF death inh	KLK5 inh	Rad51 HR inh	KCC2 mod	FXIIa inh	FXIa inh 1536
c1ccc(C2NCCc3ccccc32)cc1 (stereo not drawn)	-11.8	5.4	21.6	1.5	-2.7	-5.0	-0.0679	5.6	-4.1
COc1ccc(OC)c(C(c2nnnn2CCc2ccccc2)N2CCC(C(N)=O)CC2)c1 (stereo not drawn)	-1.8	0.1	1.8	-1.9	4.1	-3.5	-0.125	11.8	-19.2
CCOCCCn1c(=S)[nH]c2cc(C(=O)N3CCC(C(N)=O)(N4CCCCC4)CC3)ccc2c1=O	0.9	4.2	11.7	0.9	-24.6	9.9	-1.23	4.0	-2.3
CN(C)S(=O)(=O)c1ccc(C(=O)Oc2cc(=O)[nH]c3ccccc23)cc1	40.3*	-0.3	1.7	-3.3	11.6	8.7	-0.0349	27.0	10.5
CCOc1cc(C2NC(=S)NC(C)=C2C(=O)Nc2ccccc2)ccc1O (stereo not drawn)	-2.1	0.1	13.2	1.4	-3.2	11.8	0.0168	2.9	-1.6
Cc1cccc(C)c1NC(=O)N1CCCCCCC1	-5.7	1.9	16.8	-0.6	-1.6	8.1	0.582	5.9	-4.4
CCOC(=O)c1cnc(-n2nc(C)cc2C)nc1NNc1cc(-c2ccccc2)nc(C)n1	-4.9	1.9	-1.8	-15.7	-88.4	14.0	0.704	2.0	-1.7
O=C(COc1ccc2ccccc2c1)N/N=C/C1CC=CCC1 (stereo not drawn)	-1.1	0.6	2.8	0.4	-12.7	12.4	·	16.6	4.7
Cc1ccc(C(=O)ON=C2CCN(S(=O)(=O)c3ccccc3)CC2)cc1	4.0	-0.3	-0.3	-4.1	3.8	5.9	·	-0.9	5.0
CC1CC1C(=O)NCCc1ccc(Cl)cc1 (stereo not drawn)	-0.7	·	-4.6	1.5	-4.5	-7.4	-0.189	12.5	3.4
Cc1ccc(-c2noc(CSc3nnc(-c4ccccc4)n3C)n2)cc1	-5.1	0.3	-0.4	-1.7	1.0	0.6	0.805	9.8	0.3
Cc1c(CCOC(=O)CC23CC4CC(CC(C)(C4)C2)C3)sc[n+]1Cc1ccc([N+](=O)[O-])cc1	0.9	-0.9	6.7	-2.4	10.9	0.5	-0.0414	13.1	12.4
CCC(C(=O)NC1CCCCC1)N(CC1CCCO1)C(=O)CNS(=O)(=O)c1ccc(OC)cc1 (stereo not drawn)	3.7	-0.5	-1.0	-3.0	-14.8	-4.4	0.0934	14.1	6.0
COc1ccc([N+](=O)[O-])cc1NC(=O)c1cc(C)c(C)o1	3.0	0.9	20.7	1.1	7.8	1.0	0.0711	5.7	-0.9
Fc1cccc(NC(=S)NNc2c3ccccc3nc3ccccc23)c1	-8.2	-2.4	42.9	-1.7	-2.9	4.7	0.431	0.6	-3.9
CCOC(=O)c1ccc(N2C(=O)c3n[nH]c(C)c3C2c2ccc(OC)cc2OC)cc1 (stereo not drawn)	-9.5	0.8	1.4	-0.5	-8.8	6.9	-0.966	-0.6	-7.4
Cc1cc(Cl)ccc1OCc1nc(-c2ccc(O)cc2)n[nH]1	-1.1	1.6	11.0	-2.0	6.2	-3.8	-0.797	-5.9	0.8
c1ccc(-c2csc3nnc(SCc4ccc5c(c4)OCCO5)n23)cc1	-2.8	-0.2	5.6	-5.6	-16.8	-1.6	-2.37	5.8	-1.3
O=c1nc(NC2CCCC2)ccn1Cc1cccc(Br)c1	-5.8	-0.2	3.7	-0.5	-8.1	0.5	-1.27	3.9	-7.9
CN1C(=O)C(CC(=O)Nc2ccc(Cl)cc2)N(Cc2ccco2)C1=S (stereo not drawn)	0.8	2.0	8.1	1.1	-23.7	17.4	-0.563	-7.3	-6.5
Cc1ccc(C2NC(=O)c3c(sc(C)c3C)N2)c(O)c1 (stereo not drawn)	2.9	0.1	2.4	-0.8	-6.8	-1.4	·	1.7	-2.8
COc1ccc(F)cc1CN1CCN(c2cc(C)nc3c4c(C)cc(C)nc4nn23)CC1	0.6	-0.1	28.1	-0.8	-17.6	-6.2	·	-9.9	-14.3
Cc1[nH]c(=O)[nH]c(=O)c1N1CCOCC1	-1.2	0.9	29.1	1.7	3.8	1.6	-0.0993	4.3	2.4
CCCCNC(=O)C1c2ccccc2C(=O)N(c2ccc(OC)cc2)C1c1ccc(OC)cc1 (stereo not drawn)	2.9	-0.8	1.0	-2.8	6.6	0.7	·	13.1	1.7
CCn1cc(C(=O)N2CCc3ccccc32)c(=O)c2cc(S(=O)(=O)N(C)C3CCCCC3)ccc21	-4.3	·	-2.7	-13.1	-7.7	·	-1.81	10.6	-1.9
CCOc1ccccc1NC(=O)C(OC(=O)c1ccccc1O)c1ccccc1 (stereo not drawn)	-6.9	0.0	-1.8	0.7	-12.4	6.9	-1.06	5.0	-6.2
CCCCCCN1C2=NCCCN2c2ccccc21	-0.7	-1.1	15.1	0.4	0.6	13.9	-0.936	7.5	2.9
Nc1ccc(NC(=O)c2cccs2)cc1	3.6	3.0	15.4	0.7	-2.5	-20.1	1.04	1.1	-4.1
CCc1nc(SCC(=O)c2ccccc2)c2ccccc2n1	5.4	13.3	17.0	2.7	1.1	6.0	-0.0894	10.6	1.4
CC(C)c1nnc(NC(=O)CCCC(=O)O)s1	-4.2	-0.4	0.2	-2.3	-1.9	-3.4	0.00792	4.9	-3.0
CCc1c(C)nc2ccc(Br)cc2c1Cl	6.6	0.0	0.1	-1.8	-2.4	-13.2	0.526	9.1	6.2
COc1ccc(/C=C2\NC(=O)C(C=NCc3ccccc3)=C2O)cc1	-3.0	1.0	6.3	3.2	-18.0	-0.1	0.181	14.0	6.5
COc1ccc(CNCCCO)cc1OC	22.1	-1.0	8.3	-0.4	46.4*	-5.5	0.304	19.7	11.3
O=C(O)CCN1C(=O)c2ccncc2C1=O	-2.5	-0.1	2.7	-0.3	9.4	-0.8	-0.0136	10.1	2.3
COc1ccc2cc3c(N)nn(C(=O)c4ccc(Cl)c([N+](=O)[O-])c4)c3nc2c1	-9.8	7.6	5.4	6.8	-28.2	·	0.00456	6.6	6.0
Cc1cccc(NC(=O)c2ccoc2C)n1	-3.8	-0.7	1.7	-2.2	1.2	3.4	-1.25	-8.7	-5.7
Cc1cc(C)cc(OCC(=O)Nc2nonc2NC(=O)COc2cc(C)cc(C)c2)c1	4.1	0.1	16.4	-0.4	-31.9	3.8	0.0843	4.5	-5.8
COc1ccc(-c2c3c(nc4sc5c(=O)[nH]c(C)nc5c24)CCC3)cc1	-1.1	-0.8	3.6	-4.9	-2.5	13.5	0.416	13.5	1.7
O=C(Nc1ccccc1C(=O)NCc1cccnc1)c1ccc(Cl)cc1Cl	-3.8	0.6	3.9	3.9	-7.9	0.6	-1.39	18.3	11.8
COc1ccc(-c2csc(NC(=O)c3ccc(N4C(=O)CCC4=O)cc3)n2)cc1OC	-10.3	14.3	25.4	1.1	2.9	-4.7	1.48	5.0	-2.7
Cc1ccc(C=Nc2ccc(N(C)C)cc2)o1	3.5	0.0	-0.5	-3.7	-8.7	0.5	-0.552	18.2	3.6
CC(C)NC(=O)CN1CCC(O)(c2ccccc2)CC1	0.3	-0.1	-3.7	0.1	7.2	·	0.366	15.8	-12.0
O=C(Nc1ccc2c(c1)OCCO2)c1ccoc1	-2.3	-0.3	17.7	-0.8	-0.3	-0.2	-0.00576	-1.5	-2.9
CCC/C(C)=N\Nc1nc2c(c(=O)n(C)c(=O)n2C)n1C	-2.8	0.5	9.6	2.2	0.7	15.2	1.35	5.0	10.4
O=C(Nn1cc(C(=O)Nc2ccc(F)cc2F)c2ccccc2c1=O)c1cnccn1	-7.7	2.7	1.6	0.4	-3.7	-1.8	0.0169	8.8	0.3
Cc1csc(SCCn2c(N3CCN(c4ccccc4)CC3)nc3c2c(=O)[nH]c(=O)n3C)n1	0.5	0.9	2.1	-13.4	-23.3	1.5	0.217	13.5	9.0
CC(=O)O[C@@H]1C[C@H]2C(C)=C[C@H]3OC(=O)[C@@H](C)[C@H]3C[C@H]2[C@]1(C)O	-1.9	0.0	29.4	0.8	0.6	-4.0	-0.317	2.2	-0.5
Nc1ccc2c3c(cccc13)C(=O)N(c1ccccc1)C2=O	-2.4	0.5	0.1	0.3	-3.9	i	i	8.4	-1.6
COc1cccc(-c2ccc(SCc3ccccn3)nn2)c1	23.1	1.4	-1.2	1.4	16.4	-1.6	-1.66	29.4	27.6
CC(=O)Nc1sc2c(c1C(c1cccc(Cl)c1)N1CCN(CCO)CC1)CCCC2 (stereo not drawn)	-1.2	-0.5	1.4	2.0	2.0	-11.9	0.792	6.5	0.0
Nc1nc(SCC(=O)Nc2cccnc2Cl)n[nH]1	-12.4	1.2	9.7	0.7	-3.6	-2.9	0.236	3.6	-3.4
